# IMPase Li cell: cell-permeable IMPase inhibitors with lithium potentiation. CHO-M1 cells, IP1 TR-FRET (IP-One), carbachol + lithium. Potency, µM (series often up to 59.4 µM), for the others: at the highest dose activity, negative = IMPase inhibition, hits mostly inhibitors. hit rate 0.35% among 210,000. AID 1457;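 note: IP1 builds up when IMPase is blocked and the TR-FRET signal falls; potency is the fitted concentration of half-maximal effect; plate controls were basal vehicle for no effect and high inhibitor control for full effect; nearly all actives have a fitted effect of over 50% in size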
#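 Lithium-sensitised IP1 accumulation assay; M1-expressing CHO cells treated 30 min at 37C with compound. Competitive antibody detection by time-resolved FRET followed a 10 min room-temperature lysis step.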
# KinaseGlo FLuc: counter-screen: inhibitors of Kinase-Glo firefly luciferase | AID 1379 | Potency, µM (highest dose often 38.3 µM), inactives show top-dose activity change, negative = inhibition, hits mostly inhibitors | Q27757 | hit rate 0.28% among 200,000 | Kinase-Glo luciferase, ATP luminescence, 8 min; note: potency is the fitted concentration of half-maximal effect; % is set by controls: 0 for no effect and ±100 for the full control effect; nearly all actives have a fitted effect of over 60% in size
#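 Light output from Kinase-Glo luciferase with luciferin and 10 uM ATP in 50 mM imidazole pH 7.2, KCl, MgCl2, Tween 20, BSA; compound pin-delivered, 8-min ambient incubation, then luminescence read.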
# aGal spleen mod: inhibitors or activators of human alpha-galactosidase in spleen homogenate; Potency, µM (series often up to 80 µM), for the others: at the highest dose activity change, negative = inhibition, actives largely listed as inhibitors; human spleen homogenate, 4MU-alpha-Gal fluorescence, 40 min; AID 2107; P06280; hit rate 0.008% among 240,000;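 note: potency is the fitted concentration of half-maximal effect; 0% = enzyme with vehicle and -100% = no enzyme basal signal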
#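 Human spleen homogenate (1 ug) as enzyme source, 4-methylumbelliferyl-alpha-D-galactopyranoside 1 mM final, citrate/phosphate pH 5.0 with 0.01% Tween-20. Compounds 40 min at 37C, NaOH/glycine stop; fluorescence Ex 365/Em 440, Hill-fit AC50.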
# NPSR antag: neuropeptide S receptor (human) antagonism, cAMP; CHO-NPSR cells, cAMP TR-FRET, antagonist mode; Potency, µM (top dose mostly 38.3 µM), without a hit: at the highest dose activity change, negative = inhibition, hits mostly inhibitors; hit rate 1% among 220,000; note: potency is the fitted concentration of half-maximal effect; % is set by controls: 0 for no effect and ±100 for the full control effect; nearly all actives have a fitted effect of over 50% in size; many of its hits are not listed in these tables
# Target sequence (Q6W5P4 whole entry, looked up): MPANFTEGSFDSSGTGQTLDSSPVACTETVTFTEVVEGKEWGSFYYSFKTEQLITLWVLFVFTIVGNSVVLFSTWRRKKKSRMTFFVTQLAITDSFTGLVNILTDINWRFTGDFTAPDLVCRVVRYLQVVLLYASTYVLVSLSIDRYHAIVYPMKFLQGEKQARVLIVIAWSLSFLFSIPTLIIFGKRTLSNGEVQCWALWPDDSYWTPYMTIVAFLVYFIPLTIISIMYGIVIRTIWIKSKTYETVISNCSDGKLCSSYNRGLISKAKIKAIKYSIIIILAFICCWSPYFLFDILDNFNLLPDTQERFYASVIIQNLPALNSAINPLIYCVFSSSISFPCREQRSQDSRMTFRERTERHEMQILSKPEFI
# Epigenetic derep: regulators of epigenetic silencing causing reporter derepression in mouse cells; AID 1865; murine LDR cells, GFP reporter derepression, 30 h; hit rate 0.2% among 280,000; Potency, µM (doses to about 53.9 µM), inactives show at the highest dose GFP activation, hits mostly activators; note: potency is the fitted concentration of half-maximal effect; % of control where 0% means no effect; nearly all actives have a fitted effect of over 60% in size
#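 Readout is the number of GFP-expressing murine LDR cells, counted by cytometry following washing. Cells were treated with compound for 30 h at 37 C; the stably integrated CMV-GFP locus is normally silent.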
# CBFb RUNX1 block: CBF-beta/RUNX1 interaction disruption; Potency, µM (titrated, usually from 59.8 µM), for inactives: at the top dose activity, negative = inhibition, actives largely listed as inhibitors; AlphaScreen CBFb-His/RUNX1-biotin binding, biochemical; 230,000 tested, under 10 active; note: % of control where 0% means no effect
# Target sequence (Q01196 whole entry, looked up): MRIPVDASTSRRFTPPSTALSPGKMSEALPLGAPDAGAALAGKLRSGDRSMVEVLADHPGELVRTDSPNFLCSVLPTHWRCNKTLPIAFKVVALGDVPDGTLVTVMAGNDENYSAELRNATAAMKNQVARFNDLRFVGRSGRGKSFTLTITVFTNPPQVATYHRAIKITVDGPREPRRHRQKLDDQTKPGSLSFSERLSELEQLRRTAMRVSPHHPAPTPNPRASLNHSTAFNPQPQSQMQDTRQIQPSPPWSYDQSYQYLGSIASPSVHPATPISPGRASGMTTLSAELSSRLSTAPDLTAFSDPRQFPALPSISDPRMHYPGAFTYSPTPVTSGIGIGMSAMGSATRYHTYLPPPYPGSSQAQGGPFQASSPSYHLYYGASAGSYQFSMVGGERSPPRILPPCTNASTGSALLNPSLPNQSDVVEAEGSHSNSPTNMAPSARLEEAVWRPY
# Target sequence (Q13951 whole entry, looked up): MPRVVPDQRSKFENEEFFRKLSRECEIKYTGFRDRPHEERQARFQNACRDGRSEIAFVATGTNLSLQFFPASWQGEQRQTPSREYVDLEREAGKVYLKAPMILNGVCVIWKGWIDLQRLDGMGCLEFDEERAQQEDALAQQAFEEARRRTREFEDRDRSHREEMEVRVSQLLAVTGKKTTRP
#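 Compounds were screened at multiple concentrations against a preformed CBF-beta(His)/RUNX1(biotin) complex (30 nM of each) for 15 min at room temperature, followed by 90 min with nickel and streptavidin beads and AlphaScreen reading.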
# Lamin A splicing: changes lamin A minigene splicing in HeLa cells; HeLa LMNA splicing GFP/RFP minigene ratio, 48 h; Potency, µM (highest dose often 46.1 µM), for the others: top-dose ratio change, negative = inhibition, most hits filed as inhibitors; hit rate 0.01% among 200,000; AID 1487; active = well fitted inhibition curve with a large enough effect in the signal ratio, with a control signal flat, not every such curve was filed as active; inconclusive = small, poorly fitted or top-dose-only effect, or effect the other way, or a change in a side signal; the % refers to the signal ratio; note: potency is the fitted concentration of half-maximal effect; % is set by controls: 0 for no effect and ±100 for the full control effect
#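 S3 HeLa cells stably expressing lamin A-EGFP splicing minigene plus DsRed2, 600 cells/well, 48 h compound exposure at 37C. Laser-scanning cytometry; analysed as GFP (500-530 nm)/RFP (575-640 nm) total intensity ratio; 0.5% DMSO vehicle.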
# Active calls of the source: *; u = inconclusive; x = no result given; [ ] = remark or other dose. Unless noted, calls come from the whole dose curve; as a rule, active = well fitted curve in the direction sought with a large enough effect; inconclusive = small, poorly fitted or top-dose-only effect, or another doubt; inactive = no such curve, though single readings can be large; an effect the other way counts as inactive or inconclusive.
SMILES,IMPase Li cell,KinaseGlo FLuc,aGal spleen mod,NPSR antag,Epigenetic derep,CBFb RUNX1 block,Lamin A splicing
Cc1ccc(C(C)C)c(Oc2nnnn2-c2ccccc2)c1,42.6%[38.3 µM],0.4%,2.0%,u,0.0%,22.0%,-0.9%
Oc1ccc(-c2n[nH]c(=S)n2Cc2ccccc2)cc1,19.5%[38.3 µM],-1.5%,-4.9%,-15.9%[46.1 µM],0.0%,9.9%,7.7%
c1ccc(Cc2nnc3sc(C4COc5ccccc5O4)nn23)cc1 (configuration not stated),18.0%,-1.7%,6.5%,2.3%[46.1 µM],0.0%,-3.3%,-13.0%
Cn1ccnc1SCC(=O)NC12CC3CC(CC(C3)C1)C2,-3.2%[38.3 µM],6.8%,-3.1%,-14.4%[46.1 µM],-2.9%,0.6%,13.2%
Cn1nnc(NC(=O)CSc2nnnn2-c2ccc(F)cc2)n1,23.2%[38.3 µM],2.8%,1.3%,-7.8%[46.1 µM],-2.1%,3.1%,-0.8%
CNNCc1ccc(C(=O)NC(C)C)cc1,-4.5%,0.9%[17.1 µM],4.7%[29.1 µM],x,-1.0%[16.9 µM],6.4%[21.7 µM],u
COC(=O)c1ccc(/C=N/NC(=O)c2ccccc2Cl)cc1,1.7%,-0.6%,5.2%,13.9%,1.5%,-4.3%,15.7%
Cc1cccc(NC(=O)CSc2nnc(-c3cc(C)n(-c4ccccc4)c3C)o2)c1C,15.6%,1.5%,2.3%,-45.6%,0.0%,-1.9%,u
COc1cc(OC)c(C2C(C#N)=C(C)NC(C)=C2C#N)c(C(=O)O)c1,x,x,3.3%,-13.8%,-1.0%,6.9%,x
CCn1cc(C2=NC(CCSC)CO2)c2ccccc21 (configuration not stated),0.6%,2.3%,4.6%,-10.3%,3.6%,-4.5%,x
CCN(CC)CCNS(=O)(=O)c1ccc(/C=C/C(=O)O)cc1,-1.3%,0.7%,4.0%,19.0%,-0.6%,-2.3%,u
COc1ccccc1-c1nc(C#N)c(N2CCN(Cc3ccccc3)CC2)o1,0.2%[38.3 µM],-4.8%,4.8%,u,-2.6%,2.6%,u
COC(=O)c1cc(COC(=O)c2ccc3ccccc3n2)oc1C,11.8%[38.3 µM],-4.2%,5.3%,-20.0%[46.1 µM],-1.0%,3.1%,0.3%
CS(=O)(=O)N(CC(=O)NCc1ccco1)c1ccc(Cl)c(C(F)(F)F)c1,3.6%[38.3 µM],-4.3%,2.7%,u,-1.1%,-2.1%,u
COC(=O)c1ccc(C(=O)OC)c(NC(=O)/C=C/C(=O)O)c1,x,x,11.4%,15.6%,4.2%,9.1%,x
CCN(CC)C(=S)Nc1ccc2nc3n(c(=O)c2c1)CCCCC3,9.1%,-3.1%,12.1%,21.1%,-0.1%,2.5%,5.5%[9.22 µM]
CCOc1cc(C(=O)NCC(C)CN(C)C)cc(OCC)c1OCC (configuration not stated),-0.5%[38.3 µM],2.3%,0.6%,-6.5%[46.1 µM],-2.0%,-1.6%,3.2%
COc1ccc(C(CC(=O)Nc2nccs2)n2cccc2)cc1 (configuration not stated),8.9%[38.3 µM],-9.4%,10.6%,-11.5%[46.1 µM],-1.1%,-12.6%,-10.5%
Cn1c(=O)[nH]c(=O)c2c1nc(SCCN1CCOCC1)n2Cc1ccccc1,23.7%[38.3 µM],-1.0%,-2.4%,-3.1%[46.1 µM],0.0%,8.1%,-8.6%
CCCCc1ccc(N=N/C(C(=O)Nc2cc(OC)c(NC(C)=O)cc2OC)=C(/C)O)cc1,4.0%,-3.2%,-6.6%,10.0%,0.0%,-3.9%,-11.2%
CC1(C)CC(=O)N(CC(=O)N2CCN(c3ncccn3)CC2)c2ccccc2S1(=O)=O,16.7%[38.3 µM],-1.2%,1.7%,-7.3%[46.1 µM],0.7%,13.5%,-7.3%
CCOc1cccc(-c2nn3c(-c4ccco4)nnc3s2)c1,u,-2.9%,5.5%,-25.8%[46.1 µM],1.6%,-3.0%,5.4%
CCS(=O)(=O)c1ccc2c(c1)N(S(C)(=O)=O)CC(C(=O)NN)O2 (configuration not stated),4.9%,-1.3%,1.3%,13.9%,-1.2%,7.7%,x
Cc1cc2c(cc1C)-c1nnnn1C(C)(C)C2,23.0%[38.3 µM],-1.2%,-6.8%,-0.2%[46.1 µM],-0.8%,1.4%,17.1%
Cc1ccc(NC(=O)COC(=O)Cc2csc(-c3cccc(F)c3)n2)cc1C,-6.6%,-2.5%,1.6%,0.1%,-1.3%,6.2%,-3.1%

# Whole records from above.
# Entry for `Cc1cccc(NC(=O)CSc2nnc(-c3cc(C)n(-c4ccccc4)c3C)o2)c1C` = IMPase Li cell = 15.6%; KinaseGlo FLuc = 1.5%; aGal spleen mod = 2.3%; NPSR antag = -45.6%; Epigenetic derep = 0.0%; CBFb RUNX1 block = -1.9%; Lamin A splicing = u
# Entry for `CCS(=O)(=O)c1ccc2c(c1)N(S(C)(=O)=O)CC(C(=O)NN)O2` (configuration not stated) = IMPase Li cell = 4.9%; KinaseGlo FLuc = -1.3%; aGal spleen mod = 1.3%; NPSR antag = 13.9%; Epigenetic derep = -1.2%; CBFb RUNX1 block = 7.7%; Lamin A splicing = x

# Next part
SMILES,IMPase Li cell,KinaseGlo FLuc,aGal spleen mod,NPSR antag,Epigenetic derep,CBFb RUNX1 block,Lamin A splicing
CCOC(=O)c1cc(C(=O)OCC)cc(-n2cc(O)c(C(=O)OCC)n2)c1,6.9%[38.3 µM],-1.4%,9.3%,u,-0.1%,-0.1%,14.2%
CC(C)(/C=N/O)/[N+]([O-])=C/c1ccccc1C(F)(F)F,-8.9%[38.3 µM],2.0%,-11.7%,11.2%[46.1 µM],-2.3%,4.4%,-2.9%
COc1ccc(OC)c(Cc2nnc(CCC(=O)NC3CCCCCCC3)o2)c1,22.8%,1.0%,-20.3%,-13.4%,-2.6%,0.2%,6.8%[46 µM]
Cc1cc(C)n2nc(SCCCC(=O)c3ccccc3)nc2n1,-1.1%,0.9%,11.9%,-1.7%,-0.1%,1.5%,x
Cc1c(S(=O)(=O)N2CCOCC2)c(=O)n(C)c(=O)n1C,24.0%[38.3 µM],-2.6%,-9.6%,-1.6%[46.1 µM],-0.8%,6.4%,-4.7%
COC(=O)CNC(=O)CN1C(=O)N(c2ccccc2)C(N(O)C(=O)Nc2ccccc2)C1(C)C (configuration not stated),31.5%[activator][38.3 µM],1.3%,11.8%,-10.8%[46.1 µM],1.3%,-1.0%,22.6%
COc1ccc(-n2c(Cn3c(=O)sc4ccccc43)nnc2SC)cc1,4.9%,3.8%,18.5%,4.0%[46.1 µM],0.0%,-0.3%,-2.1%
COc1ccc(S(=O)(=O)N(C)c2ccc(C(=O)NCC3CCCO3)cc2)cc1 (configuration not stated),-17.3%[38.3 µM],8.6%,-10.6%,-24.2%[46.1 µM],1.8%,-1.9%,5.1%
CCCCOc1ccc(C(C)NC(=O)CCS(=O)(=O)Cc2ccccc2F)cc1 (configuration not stated),1.7%,1.3%,1.4%,-0.3%[46.1 µM],1.3%,3.8%,-1.1%
O=C(Nc1cccc(F)c1)c1ccc(CSc2ccccc2)o1,-5.1%,-4.8%,11.1%,12.3%,-3.0%,13.9%,u
CCCS(=O)(=O)N1CCN(Cc2ccccc2OCC)CC1,3.2%[38.3 µM],-3.8%,-20.5%,2.1%[46.1 µM],-6.9%,6.9%,12.3%
COc1cccc2sc(Nc3nc(-c4cc5ccccc5oc4=O)cs3)nc12,10.5%,-0.4%,9.0%,-12.8%,0.0%,-3.1%,u
O=C(CN1CCOCC1)Nc1cccc(Br)c1,17.4%[38.3 µM],-0.4%,-6.4%,-5.3%[46.1 µM],-1.1%,9.5%,-0.8%
Cc1cccc(C)c1NC(=O)CSc1nnc(C)n1-c1ccccc1,5.9%,0.0%,10.8%,-11.0%[46.1 µM],5.7%,4.0%,-6.7%
CC(Oc1ccccc1)C(=O)Nc1oc(-c2ccco2)c(-c2ccco2)c1C#N (configuration not stated),12.8%,-2.0%,1.0%,-5.6%,0.0%,u,-7.3%
CC(C)CN1CCN(Cc2cc(F)ccc2-n2cccn2)CC1CCO (configuration not stated),x,x,-3.2%,-21.1%,-1.7%,0.7%,x
Cc1ccc([N+](=O)[O-])cc1N=Cc1ccc(Br)s1,2.8%[38.3 µM],1.7%,6.2%,-16.4%[46.1 µM],-1.0%,9.3%,u
O=C(Nc1ccc(N2CCN(c3ccc(C(F)(F)F)cn3)CC2)nc1)c1cccs1,x,x,-0.7%,-16.0%,2.1%,-3.0%,x
Clc1ccc(CSCCc2ccncc2)cc1,38.9%[activator][38.3 µM],-5.5%,-0.1%,-10.3%[46.1 µM],0.8%,-17.7%,u
Cc1ccccc1CN1C(=O)CS/C1=N/N=C/c1ccco1,x,x,1.1%,-14.3%,-1.0%,-6.0%,x
Cn1c(=O)oc2cc(S(=O)(=O)N3CCC4(CC3)OCCO4)ccc21,3.1%[38.3 µM],-2.2%,-2.7%,7.8%[46.1 µM],14.7%,3.2%,5.8%
COC(=O)Nc1nnc(CCc2ccccc2)s1,4.8%,0.4%,-0.6%,-3.0%[46.1 µM],1.2%,4.9%,u
Cc1cc2nc(-c3cccnc3SCC(=O)NC(C)C)[nH]c2cc1C,23.6%,u,-0.3%,33.6%,0.5%,7.1%,x

# An excerpt of these results, field by field:
Cc1cc2nc(-c3cccnc3SCC(=O)NC(C)C)[nH]c2cc1C
  IMPase Li cell = 23.6% | KinaseGlo FLuc = u | aGal spleen mod = -0.3% | NPSR antag = 33.6% | Epigenetic derep = 0.5% | CBFb RUNX1 block = 7.1% | Lamin A splicing = x
Cn1c(=O)oc2cc(S(=O)(=O)N3CCC4(CC3)OCCO4)ccc21
  IMPase Li cell = 3.1%[38.3 µM] | KinaseGlo FLuc = -2.2% | aGal spleen mod = -2.7% | NPSR antag = 7.8%[46.1 µM] | Epigenetic derep = 14.7% | CBFb RUNX1 block = 3.2% | Lamin A splicing = 5.8%

# These rows are one share of the data, so the mix of outcomes need not match the whole.
